Rab9 prom act = qHTS Assay for Rab9 Promoter Activators. Huh7 Rab9 promoter-luciferase reporter, luminescence, 24 h. Potency, µM (highest dose often 9.22 µM), without a hit: at the highest dose activation, negative = inhibition, most hits filed as activators. 2.8% of 320,000 active. AID 485297, 2010; note: % of control where 0% means no effect; nearly all actives have a fitted effect of over 60% in size
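Huh7 cells stably carrying Rab9 promoter–luciferase reporter, plated 1500 cells/well, compound added after 2 h and incubated 24 h at 37 °C; luciferase luminescence then read after 10 min with detection reagent.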
NPC1 prom act = qHTS Assay for NPC1 Promoter Activators | Potency, µM (titrated, usually from 9.22 µM), without a hit: at the top dose activation, usual class: activators | Huh7 NPC1 promoter luciferase reporter, 24 h | 2.4% of 320,000 active;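 note: % of control where 0% means no effect; nearly all actives have a fitted effect of over 60% in size; reporter is driven by a mutant NPC1 promoter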
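Readout is luciferase luminescence, reflecting NPC1 promoter activation in stably transfected Huh7 cells after 24 h compound exposure at 37 °C in reduced-serum medium with 10% FBS.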
FLuc counter = qHTS profiling assay for firefly luciferase inhibitor/activator using purifed enzyme and Km concentrations of substrates (counterscreen for miR-21 project) | purified FLuc, Km substrates, luminescence inhibition | Potency, µM (highest dose often 57.5 µM), inactives show top-dose activity change, negative = inhibition, hits mostly inhibitors | 6.9% of 360,000 active;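 note: plate controls were vehicle for no effect and reference inhibitor for full effect; nearly all actives have a fitted effect of over 55% in size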
Target sequence (P08659 whole entry, looked up): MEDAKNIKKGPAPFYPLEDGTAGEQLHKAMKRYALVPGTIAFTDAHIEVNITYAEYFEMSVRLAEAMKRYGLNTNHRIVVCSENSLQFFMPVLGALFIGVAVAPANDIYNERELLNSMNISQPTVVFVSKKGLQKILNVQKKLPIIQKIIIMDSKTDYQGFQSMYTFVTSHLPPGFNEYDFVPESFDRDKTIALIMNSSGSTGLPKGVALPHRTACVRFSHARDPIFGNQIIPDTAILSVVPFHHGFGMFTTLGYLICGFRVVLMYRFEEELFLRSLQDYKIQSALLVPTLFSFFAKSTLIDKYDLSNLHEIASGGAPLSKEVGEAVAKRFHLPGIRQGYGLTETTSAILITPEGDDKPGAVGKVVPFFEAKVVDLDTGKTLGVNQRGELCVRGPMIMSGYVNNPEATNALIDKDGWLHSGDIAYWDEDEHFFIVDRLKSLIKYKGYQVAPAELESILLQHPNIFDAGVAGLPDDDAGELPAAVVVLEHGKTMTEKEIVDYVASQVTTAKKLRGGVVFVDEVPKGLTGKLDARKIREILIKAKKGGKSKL
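Biochemical qHTS of compounds, final roughly 60 µM downward over six points, against 10 nM purified firefly luciferase using Km concentrations of substrates (10 uM D-luciferin, 10 uM ATP) in Tris acetate pH 7.5 buffer; luminescence output.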
MBNL1 CUG block = qHTS Assay for Inhibitors of MBNL1-poly(CUG) RNA binding | 0.036% of 280,000 active | AID 2675, 2010 | Muscleblind-like protein 1 (Homo sapiens), Q9NR56 | Potency, µM (highest dose often 57.5 µM), without a hit: at the highest dose activity change, negative = inhibition, hits mostly inhibitors | TR-FRET MBNL1-His/biotin-(CUG)12 binding, 665/545 ratio; active = well fitted inhibition curve with a large enough effect in the signal ratio, with a control signal flat, not every such curve was filed as active; inconclusive = small, poorly fitted or top-dose-only effect, or effect the other way, or a change in a side signal; inactive = no such curve, though single readings can be large or run the other way; the % refers to the signal ratio; note: % is set by controls: 0 for no effect and ±100 for the full control effect
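TR-FRET between His-tagged MBNL1 and biotin-(CUG)12 RNA, detected with Tb anti-His antibody (0.055 ng/ul) and streptavidin-XL665 (5 nM), 60 min at room temperature. Compounds titrated 92 nM to 58 uM; 665/545 nm ratio normalized to buffer and complex controls.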
uPA generation = qHTS for Inhibitors of Cell Surface uPA Generation. cell surface uPA generation assay, qHTS. Potency, µM (highest dose often 38.3 µM), inactives show at the top dose activity change, negative = inhibition, most hits filed as inhibitors. 0.31% of 330,000 active; active = well fitted inhibition curve with a large enough effect; inconclusive = small, poorly fitted or top-dose-only effect; inactive = no such curve, though single readings can be large or run the other way; tested in mouse RAW 264.7 cells; note: % is set by controls: 0 for no effect and ±100 for the full control effect; nearly all actives have a fitted effect of over 55% in size
BRCA1 expr act = qHTS Assay to Identify Small Molecule Activators of BRCA1 Expression | MCF7-BRCA1-FFLuc reporter, luminescence, 48 h; response scale: scaled: vehicle 0%, 10 µM genistein 100% | 1.1% of 380,000 active | AID 624202, 2012 | Potency, µM (doses to about 46.1 µM), without a hit: top-dose activation, actives largely listed as activators; note: nearly all actives have a fitted effect of over 80% in size; some results filed as inactive show a strong effect at the top dose
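MCF7-BRCA1-FFLuc cells, 2000/well in phenol-red-free MEM, attached 2 h then treated 48 h at 37 C. Luciferase luminescence read 15 min after reagent; normalized to genistein maximum activation (10microM) and DMSO, concentration-response fitted.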
p53 reactivation = qHTS assay for re-activators of p53 using a Luc reporter; H1299 p53-A138V BP100-luciferase reporter, luminescence, 24 h; Potency, µM (doses to about 92.2 µM), inactives show top-dose activity change, positive = activation, usual class: activators; 0.063% of 320,000 active; AID 504706, 2011; note: % of control where 0% means no effect; nearly all actives have a fitted effect of over 45% in size
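p53-null H1299 cells stably carrying temperature-sensitive p53-A138V and a BP100-luciferase reporter were pinned with compounds (4-point, 1:5 series) and held 24 hrs at 37 deg C. Luminescence was read 10 min after detection reagent.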
ELG1 genotoxic = qHTS screen for small molecules that induce genotoxicity in human embryonic kidney (HEK293T) cells expressing luciferase-tagged ELG1 | HEK293T ELG1-luciferase reporter, luminescence, 16 h | Potency, µM (top dose mostly 46 µM), without a hit: at the highest dose activity change, positive = activation, actives largely listed as activators | 1.3% of 330,000 active; note: % of control where 0% means no effect; nearly all actives have a fitted effect of over 60% in size
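DMSO vehicle served as control against compound-treated ELG1-luciferase HEK293T cells; exposure lasted 16 hr at 37 °C and 5% CO2, followed by ONE-Glo luminescence detection after 30 min.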
Gal4-VP16 FLuc = VP16 counterscreen qHTS for inhibitors of ROR gamma transcriptional activity. Potency, µM (series often up to 53.6 µM), inactives show top-dose activity, negative = inhibition, most hits filed as inhibitors. AID 2546, 2010. Drosophila S2 Gal4-VP16 UAS-luciferase, luminescence, 20 h. 3.5% of 310,000 active;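 note: Gal4-VP16 expression switched on by copper sulfate through the metallothionein promoter; % is set by controls: 0 for no effect and ±100 for the full control effect; nearly all actives have a fitted effect of over 50% in size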
RORgamma inh = qHTS for inhibitors of ROR gamma transcriptional activity. 5.4% of 310,000 active. Nuclear receptor ROR-gamma (Mus musculus), P51450. Potency, µM (top dose mostly 53.6 µM), without a hit: at the highest dose activity change, negative = inhibition, hits mostly inhibitors. Drosophila S2 Gal4-RORgamma UAS-luciferase reporter, 20 h; note: % is set by controls: 0 for no effect and ±100 for the full control effect; nearly all actives have a fitted effect of over 60% in size
Target sequence (P51450 whole entry, looked up, the tested form may be a part): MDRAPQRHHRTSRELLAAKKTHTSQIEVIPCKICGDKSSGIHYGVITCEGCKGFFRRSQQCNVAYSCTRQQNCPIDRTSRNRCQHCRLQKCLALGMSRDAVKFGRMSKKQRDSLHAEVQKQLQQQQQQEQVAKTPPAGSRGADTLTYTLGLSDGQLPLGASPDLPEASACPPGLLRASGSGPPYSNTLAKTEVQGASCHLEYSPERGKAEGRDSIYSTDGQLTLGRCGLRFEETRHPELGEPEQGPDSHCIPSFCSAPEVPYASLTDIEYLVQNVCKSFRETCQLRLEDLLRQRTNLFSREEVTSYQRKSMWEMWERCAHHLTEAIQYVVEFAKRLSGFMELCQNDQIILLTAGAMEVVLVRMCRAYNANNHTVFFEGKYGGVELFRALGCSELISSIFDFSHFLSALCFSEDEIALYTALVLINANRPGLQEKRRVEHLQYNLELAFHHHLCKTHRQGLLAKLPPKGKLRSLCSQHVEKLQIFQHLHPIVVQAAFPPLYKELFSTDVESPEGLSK
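ROR gamma transcriptional activity was tracked as Gal4-UAS luciferase output in stably transfected Drosophila Schneider cells, with compound added 1 hr before 700 uM copper sulfate induction and a 20 hr ambient-temperature incubation.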
An asterisk follows results filed as active; ? = inconclusive; nt = no result given; [ ] = dose if it differs, or a comment. Unless noted, calls come from the whole dose curve; as a rule, active = well fitted curve in the direction sought with a large enough effect; inconclusive = small, poorly fitted or top-dose-only effect, or another doubt; inactive = no such curve, though single readings can be large; an effect the other way counts as inactive or inconclusive. Potency is the fitted concentration of half-maximal effect.

SMILES	Rab9 prom act	NPC1 prom act	FLuc counter	MBNL1 CUG block	uPA generation	BRCA1 expr act	p53 reactivation	ELG1 genotoxic	Gal4-VP16 FLuc	RORgamma inh
Cc1ccc(S(=O)(=O)Nc2ccccc2CNc2ccccn2)cc1	2%	-1%	-14%	nt	-1%	50%	?	2%	?	?
O=C(CCc1nc2ccccc2[nH]1)Nc1ccc2c(c1)OCO2	-1%	4%	?	-2%	0%	30%	8%	6%	5%	39%
Cc1ccc2nc(Nc3ccccc3)c(/C=N/O)c(=O)n2c1	0%	6%	?	?	-12%	-41%	-7%	-6%	-13%	?
Cc1cc(C)nc(N2CCCC(C(=O)NCc3ccc4c(c3)OCO4)C2)n1 (stereo unspecified)	-2%	-3%	-4%	-5%	nt	-7%	-3%	-4%	2%	-9%
CC(=O)N(c1ccccc1C)S(=O)(=O)c1ccc(Cl)cc1	23%	-3%	1%	-5%	?	2%	-4%	-6%	-9%	-18%
NC(=O)c1ccc(N2CCCCC2)c(N2C(=O)C3C4C=CC(C4)C3C2=O)c1 (stereo unspecified)	4%	-3%	5%	4%	5%	-4%	-5%	0%	-11%	11%
COc1ccc(NC(=O)CSc2nc3c(c(=O)n2C)SCC3)cc1OC	7%	-3%	2%	17%	1%	-5%	4%	0%	-5%	2%
CCCSc1nnc(-c2cccc(S(=O)(=O)N(C)C)c2)n1-c1cc(OC)ccc1OC	7%	0%	6%	-12%	nt	-29%	-10%	-4%	2%	3%
CCCOc1ccc(N2C(=O)CC(N(CCC)C(=O)CCC(=O)O)C2=O)cc1 (stereo unspecified)	-12%	9%	1%	5%	-2%	-11%	-1%	2%	-7%	6%
CC(=O)Nc1ccc(NC(=O)CSc2ncnn2-c2ccccc2)cc1	0%	-3%	0%	-4%	1%	13%	-6%	2%	-1%	-4%
CNC(=O)C(=O)Nc1nc(C23CC4CC(CC(C4)C2)C3)cs1	3.2µM*	?	-19%	-13%	-1%	-4%	2%	13%	12%	-42%
CSc1cccc(NC(=S)NC(=O)CCc2ccccc2)c1	14%	-5%	-13%	-6%	-12%	0%	8%	8%	8.9µM*	3.2µM*
CC[C@]12c3[nH]c4ccccc4c3CCN1C(=O)C(CC(=O)NCCN1CCOCC1)C[C@@H]2C(=O)N1CCN(C(=O)C2CC2)CC1 (stereo partly specified)	nt	nt	nt	nt	11%	2%	-2%	1%	nt	nt
CCCCc1ccc(NS(=O)(=O)c2cccs2)cc1	-2%	-1%	-2%	-4%	nt	2%	14%	-1%	0%	22%
CCOC(=O)Nc1ccc2c(CN3CCN(S(=O)(=O)c4ccc(C(C)C)cc4)CC3)cc(=O)oc2c1	0%	1%	4%	nt	-12%	-1%	-2%	1%	nt	nt
Nc1ccc(C(=O)N2CCN(S(=O)(=O)c3ccc(Cl)cc3)CC2)cc1[N+](=O)[O-]	-2%	3%	0%	nt	-1%	-31%	-5%	-1%	nt	nt
O=C(O)c1cccc(COc2ccccc2Cl)c1	0.89µM*	?	0.15µM*	-12%	nt	?	-47%[inhibitor]	nt	1.1µM*	24%
c1ccc(CN(Cc2ccccc2)Cc2nnc(-c3cc4ccccc4[nH]3)s2)cc1	nt	nt	nt	nt	5%	-4%	-1%	-2%	nt	nt
COc1cc(OC)c(NC(=O)C2CCCO2)cc1Cl (stereo unspecified)	0%	-9%	-2%	-6%	-10%	-8%	14%	3%	-1%	-25%
CCS(=O)(=O)N1CCN(c2cnn(-c3ccccc3)c(=O)c2Cl)CC1	-8%	11%	-1%	-2%	0%	0%	13%	3%	-3%	11%
CNc1nc(NCCOC23CC4CC(CC(C4)C2)C3)nc(OCC(F)(F)F)n1	8%	0%	6%	-28%	1%	-48%	-14%	-1%	-19%	?
CC(CN1CCC(O)CC1)c1ccccc1 (stereo unspecified)	0%	-3%	0%	-1%	-1%	-6%	-1%	-3%	-1%	-17%
Cc1c(C(=O)Nc2cccc(Cl)c2)cn2c(nc3ccccc32)c1C#N	2%	1%	1%	6%	3%	-28%	-17%	2%	?	-31%
CCOC(=O)c1c(C)nc2sc(C(=O)Nc3ccc(OC)cc3)c(N)c2c1-c1ccc(OC)cc1	-21%	-25%	6%	5%	-13%	-41%	14%	-1%	4%	3%
COC(=O)C1=C(C(=O)OC)C2C(C)=CC(C)=CN2C(C(=O)OC)=C1C(=O)OC (stereo unspecified)	0%	1%	0%	nt	0%	-18%	-6%	-1%	4%	-6%

The closing four compounds of the section above come first, to join the parts.
SMILES	Rab9 prom act	NPC1 prom act	FLuc counter	MBNL1 CUG block	uPA generation	BRCA1 expr act	p53 reactivation	ELG1 genotoxic	Gal4-VP16 FLuc	RORgamma inh
CC(CN1CCC(O)CC1)c1ccccc1 (stereo unspecified)	0%	-3%	0%	-1%	-1%	-6%	-1%	-3%	-1%	-17%
Cc1c(C(=O)Nc2cccc(Cl)c2)cn2c(nc3ccccc32)c1C#N	2%	1%	1%	6%	3%	-28%	-17%	2%	?	-31%
CCOC(=O)c1c(C)nc2sc(C(=O)Nc3ccc(OC)cc3)c(N)c2c1-c1ccc(OC)cc1	-21%	-25%	6%	5%	-13%	-41%	14%	-1%	4%	3%
COC(=O)C1=C(C(=O)OC)C2C(C)=CC(C)=CN2C(C(=O)OC)=C1C(=O)OC (stereo unspecified)	0%	1%	0%	nt	0%	-18%	-6%	-1%	4%	-6%
CS(=O)(=O)c1ccc(C(=O)NCC2(N3CCOCC3)CCCCC2)cc1	nt	nt	nt	nt	-2%	-26%	-3%	4%	nt	nt
CC1(C)OC2OC(COC(=O)c3ccccc3)C3OC(C)(C)OC3C2O1 (stereo unspecified)	-2%	1%	-17%	nt	2%	20%	15%	7%	?	40%
Cc1nc2ccccc2c2oc(C(=O)NCCN3CCN(C)CC3)cc12	8%	-3%	2%	-15%	-14%	67%	1%	8%	-6%	?
O=C(c1ccc(CS(=O)Cc2ccc(Cl)cc2)o1)N1CCN(c2ccccc2F)CC1 (stereo unspecified)	-3%	1%	-2%	-3%	2%	-2%	-9%	-5%	17%	1%
COc1cccc(CNCc2ccccc2OC)c1	-1%	-4%	2%	-2%	-3%	-6%	nt	0%	-7%	-12%
FC(F)Oc1ccccc1NC(=S)Nc1cccnc1	1%	0%	-1%	-3%	-1%	-2%	-2%	-4%	-27%	-4%
CCc1c(C(=O)Nc2cc(C(=O)OC)ccc2C)csc1C	0%	-2%	4%	-5%	-6%	3%	7%	-3%	-3%	-18%
CC(NC(=O)/C(C#N)=C/c1cn(-c2ccccc2)nc1-c1ccc(F)cc1)c1ccccc1 (stereo unspecified)	-7%	-7%	-1%	-10%	4%	-28%	-1%	1%	-1%	29%
CCOc1ccc(C(C(=O)NC2CCCCC2)N(C(=O)c2ccco2)c2ccc(-n3cnnn3)c(C)c2)cc1 (stereo unspecified)	1%	-3%	1%	-12%	0%	-6%	-11%	0%	23%	10%
CC1Oc2ccccc2N(Cc2ccccc2F)C1=O (stereo unspecified)	-9%	-1%	0%	-8%	nt	nt	2%	0%	6%	-5%[10 µM]
N#CC1=C(N)SC(N)=C(C#N)C1CCc1ccccc1	-2%	0%	0%	5%	-2%	-44%	-17%	-30%	?	7.9µM*
Cc1nn(Cc2ccccc2)c(C)c1NC(=O)CCCn1nc(C)c([N+](=O)[O-])c1C	-6%	-3%	7%	nt	-1%	21%	-8%	-1%	-3%	-10%[10 µM]
COc1ccc(-c2cc(C(F)(F)F)n3nc(N)nc3n2)cc1	2%	7%	?	?	nt	35%	1%	?	6%	?
C=CCC(=O)OCC(=O)Nc1ccc(Cl)cn1	1%	0%	6%	-2%	-1%	2%	13%	-1%	2%	11%
O=C(CCc1nnc2n(Cc3ccc(F)cc3)c(=O)c3ccccc3n12)NCCCN1CCOCC1	2%	-7%	-1%	-9%	-6%	13%	-8%	5%	-7%	11%
CCCn1nc(C(=O)Nc2nnc(C3CC3)s2)c2ccccc2c1=O	0%	1%	nt	nt	1%	-20%	-6%	-1%	nt	nt
O=C(CCC(=O)N1CCN(c2ccccc2F)CC1)N1CCN(c2ccccc2)CC1	0%	-4%	0%	1%	-20%	1%	2%	-6%	0%	0%

Gathered by group, the entries above with a nitro group on carbon.
SMILES	Rab9 prom act	NPC1 prom act	FLuc counter	MBNL1 CUG block	uPA generation	BRCA1 expr act	p53 reactivation	ELG1 genotoxic	Gal4-VP16 FLuc	RORgamma inh
Nc1ccc(C(=O)N2CCN(S(=O)(=O)c3ccc(Cl)cc3)CC2)cc1[N+](=O)[O-]	-2%	3%	0%	nt	-1%	-31%	-5%	-1%	nt	nt
Cc1nn(Cc2ccccc2)c(C)c1NC(=O)CCCn1nc(C)c([N+](=O)[O-])c1C	-6%	-3%	7%	nt	-1%	21%	-8%	-1%	-3%	-10%[10 µM]

Assay outcomes: PubChem, National Center for Advancing Translational Sciences (NCATS)
